Source: PubChem BioAssay
NCOA1 inh: inhibits human SRC1 coactivator; Q15788; HEK293 GAL4-SRC1 luciferase reporter, luminescence; inhibition, % at 3.6 µM; 0.12% of 360,000 active; AID 588354;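 active means inhibition above the campaign mean plus 3 SD, with each screening campaign given its own cutoff, cut at about 60% in these data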;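 further: 0% = DMSO treated cells and 100% = gossypol at 36 µM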
SRC3 inh: inhibitors of human steroid receptor coactivator 3 (SRC3) | 0.17% of 360,000 active | HEK293 GAL4-SRC3 luciferase reporter, luminescence | inhibition, % at 3.6 µM;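 active means inhibition above a per-campaign cutoff, the mean of all compounds plus 3 SD, cut at about 60% in these data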;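 further: 0% = DMSO-treated cells and 100% = gossypol-treated cells at 36 µM; higher means less SRC3-driven luciferase light from the GAL4 reporter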
C8 TRAIL sens: sensitizes caspase-8 expressing cells to TRAIL; NB7+C8 cells + TRAIL, ATPlite viability luminescence; inhibition (viability loss, TRAIL sensitization), % at 10 µM; 1% of 360,000 active; AID 624354;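 active means compounds causing at least 50% loss of cell viability in the single-dose screen, relative to plate controls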
COUP-TFII inh: NR2F2 (human) inhibition, primary screen. P24468. inhibition, % at 8.6 µM. HEK293T NGFI-A luciferase reporter, luminescence. 0.7% of 370,000 active;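 active means inhibition above a per-plate cutoff, mean inhibition of test wells between control levels plus 3 SD, cut at about 38% in these data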;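 further: cells cotransfected with COUP-TFII expression vector driving the NGFI-A reporter; 0% = median of COUP-TF2 test wells and 100% = reporter-only cells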
Target sequence (P24468 whole entry, looked up): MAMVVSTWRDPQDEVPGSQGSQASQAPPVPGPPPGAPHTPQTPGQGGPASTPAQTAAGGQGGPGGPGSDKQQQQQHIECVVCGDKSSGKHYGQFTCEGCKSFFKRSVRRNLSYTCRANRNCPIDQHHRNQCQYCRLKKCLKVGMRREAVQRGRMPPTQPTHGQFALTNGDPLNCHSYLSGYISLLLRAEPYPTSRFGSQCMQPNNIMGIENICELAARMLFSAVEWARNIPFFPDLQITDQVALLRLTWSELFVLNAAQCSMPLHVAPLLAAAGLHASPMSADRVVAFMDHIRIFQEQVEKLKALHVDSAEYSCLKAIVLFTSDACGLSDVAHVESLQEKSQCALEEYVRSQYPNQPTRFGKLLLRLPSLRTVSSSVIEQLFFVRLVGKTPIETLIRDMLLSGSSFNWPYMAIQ
TWEAK-Fn14 inh: TWEAK-Fn14 signaling inhibition; 2% of 360,000 active; TWEAK-stimulated Fn14 reporter cells, luciferase luminescence, 8 h; inhibition, % at 10 µM; in the data active means inhibition above about 50%
LMP1 NFkB inh: inhibitors of Epstein-Barr LMP1-induced NF-kappaB reporter; 0.69% of 350,000 active; inhibition, % at 12.5 µM; LMP1-induced NF-kappaB luciferase reporter cells, luminescence; in the data active means inhibition above about 41%;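 further: 0% = neutral control wells and 100% = reference inhibitor control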
SRC2 inh: human SRC2 (NCOA2) inhibition. Q15596. HEK293 GAL4-SRC2 luciferase reporter, luminescence. 0.17% of 370,000 active. inhibition, % at 9 µM;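 active means inhibition above the mean inhibition of all tested compounds plus 3 SD, set per campaign, cut at about 52% in these data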;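 further: 0% = DMSO treated cells and 100% = cells given Gossypol at 36 µM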
KKLEB cytotox: counter-screen for CF NF-kB inhibitors: cytotoxicity. KKLEB CF airway cells viability, ATPlite luminescence, overnight; hits give low values; cells stimulated with P. aeruginosa culture filtrate. 0.36% of 360,000 active. AID 602141. activity change (cytotoxicity), % at 5 µM;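 active means corrected activity change at or below -50% at 5 µM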
LRH-1 inv ag: suppresses constitutive activity of human LRH-1. HEK293T StAR-luciferase reporter, LRH-1 transfected, 24 h. inhibition, % at 3.6 µM. 0.13% of 360,000 active. AID 602396;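 active means inhibition above the mean inhibition of all tested compounds plus 3 SD, cut at about 73% in these data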;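 further: 0% = DMSO wells and 100% = reporter-only cells lacking LRH-1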
Target sequence (O00482 whole entry, looked up): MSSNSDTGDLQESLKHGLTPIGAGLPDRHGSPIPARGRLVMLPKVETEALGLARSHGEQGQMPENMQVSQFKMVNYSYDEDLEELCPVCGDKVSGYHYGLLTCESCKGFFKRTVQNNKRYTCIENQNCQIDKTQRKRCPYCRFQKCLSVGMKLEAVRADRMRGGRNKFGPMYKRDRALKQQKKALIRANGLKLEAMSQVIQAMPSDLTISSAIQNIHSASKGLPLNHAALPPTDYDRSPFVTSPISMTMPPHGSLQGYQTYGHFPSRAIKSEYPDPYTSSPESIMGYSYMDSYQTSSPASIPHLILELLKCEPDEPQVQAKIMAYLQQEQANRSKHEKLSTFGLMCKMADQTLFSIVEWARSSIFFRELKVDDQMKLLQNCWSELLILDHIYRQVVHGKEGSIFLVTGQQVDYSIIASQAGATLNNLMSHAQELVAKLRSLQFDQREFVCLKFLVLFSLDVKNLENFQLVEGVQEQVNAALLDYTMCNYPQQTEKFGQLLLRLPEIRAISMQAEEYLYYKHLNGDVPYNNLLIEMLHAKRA
CF NFkB block: blocks PAF-induced NF-kB reporter in cystic fibrosis cells; KKLEB NF-kB-GFP reporter, GFP fluorescence overnight; inhibition, % at 5 µM; 0.86% of 360,000 active; AID 588850;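 active means at least 50% inhibition at 5 µM, scaled per plate between neutral and stimulator controls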;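 further: PAF is a Pseudomonas aeruginosa culture filtrate used as stimulus; plate controls were PAF-stimulated DMSO wells for no effect and unstimulated DMSO wells for full effect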
TROY NFkB inh: inhibitors of TROY-dependent NF-kB signaling | Q293 LMP1-TROYcd NF-kB luciferase reporter, 4 h | inhibition, % at 10 µM | 0.98% of 360,000 active | AID 1347056;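 active means compounds whose plate-normalised and pattern-corrected inhibition of the luciferase reporter signal at the single screening dose is 50% or more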
Numbers without * were called inactive; x = not tested or not shown.

SMILES	NCOA1 inh	SRC3 inh	C8 TRAIL sens	COUP-TFII inh	TWEAK-Fn14 inh	LMP1 NFkB inh	SRC2 inh	KKLEB cytotox	LRH-1 inv ag	CF NFkB block	TROY NFkB inh
COc1cccc(C(=O)CN2CCN(S(=O)(=O)c3cccc([N+](=O)[O-])c3)CC2)c1	-1	-18	-7	-1	9	0	-27	-18	17	3	11
Cc1ccc(S(=O)(=O)N(C)CC(=O)O/N=C(\N)c2cccc([N+](=O)[O-])c2)cc1	0	-7	-11	4	-10	-3	-15	-13	-18	8	2
COC(=O)c1ccc(/C=C/c2c(-c3ccsc3)oc3ccc(N4CCOCC4)cc23)cc1	-14	1	12	-9	-22	-42	-32	-12	-19	-12	-2
COc1ccc(S(=O)(=O)N2CCCCCC2)cc1C(=O)N(C)CC(=O)Nc1ccc(Cl)c(Cl)c1	6	11	-3	15	26	2	0	9	8	-1	35
O=C(O)CCCNS(=O)(=O)Cc1ccccc1	0	8	-1	-5	4	6	-3	-4	1	-6	-4
COC(=O)c1sc(NC(=O)c2ccc3c(c2)OCO3)c(C#N)c1C	3	12	-5	30	-1	-4	-31	9	-15	-9	1
COc1ccc(C(=O)NCc2c(CC(C)C)oc(C)c2C(=O)O)cc1	13	5	0	8	20	-7	-31	-4	-11	13	7
CC(=O)c1sc(-c2ccccc2)nc1C	-12	-9	-13	-6	-72	-6	-34	4	-17	0	-34
CC(C)OC(=O)NC(C)(C)COC(=O)Nc1cccc(Cl)c1	9	0	6	-18	21	3	22	4	-1	-4	-8
Fc1ccc(NC(=S)NN=C2CCCCCC2)cc1	-16	-2	-16	-4	-9	2	-19	-4	-28	6	-19
CN(C)C(=O)CCc1nc2sc3c(c2c(=O)[nH]1)CCCC3	7	0	1	-11	-14	0	-11	4	11	7	4
CCc1c(C)sc(NC(=O)c2ccoc2C)c1C(N)=O	-35	-15	-3	-6	-1	10	-1	-13	-34	-8	3
CCOc1ccc(CCNC(=O)CS(=O)(=O)Cc2nc(-c3cccc(OC)c3)oc2C)cc1	14	14	4	9	13	10	3	6	3	-2	7
NC(=O)c1cccnc1Nc1cccc(F)c1	-2	11	-2	-20	2	5	17	3	9	-7	-1
CC(=O)N(CCCN1CCOCC1)Cc1ccncc1	-2	-14	-10	-12	-7	1	3	9	-9	6	14
CC(NS(=O)(=O)c1ccc(CCC(=O)NCc2cccnc2)cc1)c1ccccc1 (centres undefined)	10	14	-16	6	-3	3	8	-8	-17	-1	-18
O=C(N/N=C/c1c[nH]c2ccccc12)C1CC1c1ccccc1 (centres undefined)	-68	8	19	-16	47	8	1	6	14	2	-2
Nc1ccc(C2(c3ccc(N)cc3)C(=O)Nc3ccccc32)cc1	10	-12	-12	9	-28	6	13	-6	-12	1	3
CCC(C)(C)n1nnnc1C(c1ccccc1OC)N1CCN(C(=O)c2ccco2)CC1 (centres undefined)	-1	-20	-5	4	-13	-16	-26	11	18	-5	6
CCOC(=O)c1c(NC(NC(C)=O)C(Cl)(Cl)Cl)sc(C(C)=O)c1C (centres undefined)	-5	12	-4	8	35	0	-1	0	20	-20	6
O=C(NNCc1ccc(O)cc1)c1ccccc1Cl	-21	-65	11	-23	27	-1	-43	18	-61	-1	-15
Cc1c(C)n(Cc2ccc(F)cc2)c2ccc(C(=O)N3CCN(c4ccccn4)CC3)cc12	-8	0	-4	0	-1	-2	32	4	-7	3	33
Cc1ccc(S(=O)(=O)N2CCCCC2)cc1NC(=O)CSc1ccc2c(c1)OCCO2	5	-1	-5	15	11	-1	1	7	-2	-9	24
COc1ccc(-c2c(=O)n(OCc3nc4ccccc4[nH]3)c3ccccc3[n+]2[O-])cc1	-35	-16	-21	6	8	4	-2	-6	-10	1	4
O=C(CNC(=O)c1ccc(Cl)cc1Cl)OCCCn1c(=O)[nH]c2ccccc21	-10	3	-4	2	11	-2	12	3	10	14	12
O=C(Nc1cccc(O)c1)c1ccccc1[N+](=O)[O-]	2	4	-7	14	-22	0	10	17	-7	-1	-7
C[C@H](CO)N1C[C@H](C)[C@@H](CN(C)S(=O)(=O)c2ccccc2)OCc2cnnn2CCCC1=O	6	-15	-8	-9	9	2	-11	-2	-22	3	-9
Cc1ccsc1C(=O)NCCc1ccc(S(N)(=O)=O)cc1	8	-28	-2	8	3	-9	5	-8	4	-13	9
COc1cccc(CNC(=O)CCC2CCCN(Cc3ccc4c(c3)CCO4)C2)c1 (centres undefined)	2	10	-1	-12	0	0	-2	4	-13	-15	10
COc1ccc(CCNC(=O)CCn2c(=O)oc3ccccc32)cc1OC	6	10	-10	2	-4	-2	-19	-1	14	-18	3
O=C(NCc1ccccn1)C(=O)Nc1nc(-c2ccccc2)cs1	-2	16	1	-2	-21	-5	4	-4	0	5	-22
CC(=O)N1CCc2cc(S(=O)(=O)NC(CC(C)C)C(=O)N3CCc4ccccc4C3)ccc21 (centres undefined)	3	-8	-1	7	6	2	-26	-1	15	5	-12
Cc1c(C(=O)N2CCCCC2)oc2ccc(S(=O)(=O)N3CC(C)CC(C)C3)cc12 (centres undefined)	3	21	35	x	24	15	x	-4	37	-19	40
CCN(CC)C(=O)[C@H]1C[C@H](CC(=O)NCCCn2ccnc2)C(=O)N2CCc3c([nH]c4ccc(Cl)cc34)[C@]12C	-7	11	16	-5	-27	-14	-12	-10	0	-4	-26
CCN(C(=O)c1ccccc1)c1ccc([N+](=O)[O-])cc1	-7	1	0	0	-16	-14	-16	3	5	-10	-3
Cc1ccccc1NC(=O)CN(C)S(=O)(=O)c1ccc(-c2ccc(=O)[nH]n2)s1	-5	-23	-14	-3	-26	2	0	-13	-5	10	11
Cc1cc(NC(=O)CC2Oc3ccccc3NC2=O)ccc1Br (centres undefined)	-8	1	9	9	-46	2	-19	-4	3	0	-15
O=C1CCc2cc(NS(=O)(=O)c3ccc(Br)cc3)cc3c2N1CC3	-14	-8	-1	-28	-26	0	-4	14	-13	-24	6
Cc1c(C(=O)Nc2ccccn2)oc2ccc(Br)cc12	-144	-117	26	-36	8	-64	-89	2	-66	-20	-25
Cc1oc2ccc(O)c(CN3CCOCC3)c2c1C(C)O (centres undefined)	-13	-17	7	23	3	4	6	4	5	-1	-1
C[C@@H]1CN([C@@H](C)CO)C(=O)CCCn2nncc2CO[C@H]1CN(C)Cc1ccncc1	-15	1	-13	6	48	3	1	12	-3	-19	-1
CCCCn1c(=N)n(CC(O)c2ccccc2)c2ccccc21 (centres undefined)	0	12	23	-9	11	-14	-4	6	-11	-6	-4
Brc1c(-c2ccc3c(c2)OCO3)nc2ncccn12	-14	-13	9	-16	-10	-14	-14	8	-76	-30	-43
CC1=C(C(=O)Nc2ccc(C)cc2C)C(c2ccc([N+](=O)[O-])cc2)n2ncnc2N1 (centres undefined)	1	9	-11	0	41	1	-46	-14	11	12	3
CC(C)c1nnc(NC(=O)C2CCCN2C(=O)Nc2ccccc2F)s1 (centres undefined)	-14	5	1	-2	17	-9	-16	4	-2	3	4
CCOc1cc(NC(=O)c2cccs2)c(OCC)cc1NC(=O)c1ccco1	6	10	-6	-5	-16	-1	4	1	11	15	9
O=C1c2ccccc2S(=O)(=O)N1Cc1nnc(-c2ccccc2Br)o1	18	17	6	2	-2	4	-18	-3	-13	-7	-27
c1ccc2c(c1)CCCn1nnnc1-2	-9	-2	9	-10	-3	-4	12	-7	-7	2	-4
O=C(COC(=O)/C=C/c1ccccc1)NCCc1ccc(F)cc1	-8	-19	-27	-18	1	34	-12	11	17	25	5
Cc1ccc2nc(-c3ccc(NC(=O)CN4CCN(C(=O)c5ccco5)CC4)cc3)sc2c1	-103	-96	39	5	15	-14	-36	12	-119	-5	-11
CC1Cc2ccccc2N1C(=O)c1ccnc(C(C)(C)C)c1 (centres undefined)	-10	-2	-7	6	-4	-16	8	5	36	0	6
COC(=O)C1CCN(C(=O)COC(=O)c2cc(S(=O)(=O)N3CCOCC3)ccc2C)CC1	-1	-4	-8	4	7	-2	-11	-1	-7	6	-17
O=C(Nc1ccc(Cl)c(Cl)c1)C1C2C=CC3(O2)C1C(=O)N(CCN1CCCCC1)C3C(=O)NC1CCCCC1 (centres undefined)	-9	11	-7	5	1	-8	2	-5	4	7	-6
Cc1ccc(O)c(NC(=O)c2cc(-c3ccccc3)on2)c1	-84	-69	42	-67	-44	-28	-46	10	-38	12	-56
CCCC(=O)Nc1nnc(SCC(=O)Nc2ccc3c(c2)OCO3)s1	-7	20	7	-11	-7	-3	19	-2	0	-8	-1
O=C(Nc1ccc(O)cc1)c1cc2ccccc2c(=O)s1	-90	-33	16	-18	32	-20	-34	9	-118	41	-26
CCCNC(=O)c1cc2c(c(-c3cccc(-c4ccccc4F)c3)n1)[C@H](CCO)N(C(=O)CC1CC1)C2	x	x	8	7	5	x	17	x	15	x	16
CCNC(=O)C1(C)CCCN1Cc1c(F)cccc1F (centres undefined)	7	-19	5	5	4	x	12	-8	12	9	1
Cc1cc(-n2cc(Br)c(=O)[nH]c2=O)nc(-c2ccccc2)n1	12	13	9	2	8	-3	1	0	12	-10	4
CC(=O)C1=C(O)C(=O)N(c2ccc(Br)cc2)C1c1cccc([N+](=O)[O-])c1 (centres undefined)	-2	-2	-5	15	5	-8	-10	7	16	6	-6

Next compounds follow:
SMILES	NCOA1 inh	SRC3 inh	C8 TRAIL sens	COUP-TFII inh	TWEAK-Fn14 inh	LMP1 NFkB inh	SRC2 inh	KKLEB cytotox	LRH-1 inv ag	CF NFkB block	TROY NFkB inh
CCOc1cc2c(cc1OC)C(NC(=O)C(F)(F)F)CC2=O (centres undefined)	2	-22	-5	-29	-10	1	-21	-4	-10	-4	0
O=C(c1ccc(-c2ccccc2)cc1)N1CCN(c2nc3ccccc3o2)CC1	-35	-3	38	0	-17	15	11	-24	8	19	18
CCC(=O)Nc1nnc(SCC(=O)NCc2ccc3c(c2)OCO3)s1	3	18	-1	-5	0	-1	1	3	17	-15	-5
COc1cc(/C=N\Nc2nc3ccccc3[nH]2)cc(OC)c1OC	-7	19	20	-7	62*	15	40	0	-3	1	51*
Cc1nc(SCC(=O)Nc2ccnc3ccccc23)n[nH]1	-23	5	0	-4	14	7	11	-1	1	21	12
CN(C)c1ccc(-c2n(C)c3ccccc3[n+]2C)cc1	21	6	8	37	-6	-8	-1	-5	36	16	-2
Oc1cc2c(cc1CN1CCN(c3cccc(C(F)(F)F)c3)CC1)CCC2	-4	20	-13	-5	13	-17	9	3	-1	-4	-2
CC(Sc1ccccc1)C(=O)N1CCN(S(=O)(=O)c2ccccc2C(F)(F)F)CC1 (centres undefined)	-5	-9	7	8	-5	2	4	-2	-4	-1	11
